# FUS yeast rescue: suppressors of FUS proteinopathy in yeast; S. cerevisiae FUS-expressing, growth rescue, OD600, 24 h; Potency, µM (series often up to 76.6 µM), for the others: at the highest dose growth rescue (activation), most hits filed as activators; 390,000 compounds, 0.24% hits; AID 1347120;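 note: potency is the fitted concentration of half-maximal effect; plate controls were DMSO vehicle for no effect and reference control for full effect; nearly all actives have a fitted effect of over 55% in size; some results filed as inactive show a strong effect at the top dose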
#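 Yeast expressing FUS under galactose induction, OD 0.005 in 2% galactose medium; compounds in a dilution series, 24 h at 30C. Growth rescue by absorbance at 600 nm; CP55940 positive control, DMSO negative.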
# HEK293 tox: cytotoxicity counter-screen for GLP-1 receptor inverse agonists; Potency, µM (series often up to 38.3 µM), for inactives: at the highest dose activity change, negative = inhibition, usual class: inhibitors; 410,000 compounds, 0.13% hits; HEK293 cAMP-luciferase reporter cells, luminescence, 24 h;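 note: loss of luciferase light is scored as toxicity; potency is the fitted concentration of half-maximal effect; % is set by controls: 0 for no effect and ±100 for the full control effect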
#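 1536-well qHTS counterscreen of the MLSMR; 200 cells/uL, 12 h pre-incubation, 23 nL cpd, 24 h at 37 deg C 5% CO2, luciferase detection reagent, 12 min RT, luminescence. Inhibition = undesired.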
# aSyn yeast inh: inhibitors of alpha-synuclein toxicity in yeast; Yeast expressing alpha-synuclein, growth rescue, BacTiter-Glo, 24 h; Potency, µM (titrated, usually from 46.1 µM), without a hit: at the highest dose growth rescue (activation), hits mostly activators; 370,000 compounds, 0.14% hits; note: potency is the fitted concentration of half-maximal effect; % of control where 0% means no effect; nearly all actives have a fitted effect of over 65% in size
#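 Screening used galactose-induced yeast with toxic alpha-synuclein levels, exposed to compound for 24 hr at 30 deg C. Cell growth, read with BacTiter-Glo luminescence, gave the measured signal.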
# PTHR1 ag: activates the human parathyroid hormone receptor PTHR1; Q03431; Potency, µM (series often up to 115 µM), without a hit: top-dose activation, hits mostly activators; 410,000 compounds, 0.075% hits; HEK293 GP2 PTHR1 cells, GloSensor cAMP luminescence, 1 h; note: potency is the fitted concentration of half-maximal effect; nearly all actives have a fitted effect of over 55% in size; some results filed as inactive show a strong effect at the top dose; inactives centre near -15; many of its hits are not listed in these tables
# Target sequence (Q03431 whole entry, looked up): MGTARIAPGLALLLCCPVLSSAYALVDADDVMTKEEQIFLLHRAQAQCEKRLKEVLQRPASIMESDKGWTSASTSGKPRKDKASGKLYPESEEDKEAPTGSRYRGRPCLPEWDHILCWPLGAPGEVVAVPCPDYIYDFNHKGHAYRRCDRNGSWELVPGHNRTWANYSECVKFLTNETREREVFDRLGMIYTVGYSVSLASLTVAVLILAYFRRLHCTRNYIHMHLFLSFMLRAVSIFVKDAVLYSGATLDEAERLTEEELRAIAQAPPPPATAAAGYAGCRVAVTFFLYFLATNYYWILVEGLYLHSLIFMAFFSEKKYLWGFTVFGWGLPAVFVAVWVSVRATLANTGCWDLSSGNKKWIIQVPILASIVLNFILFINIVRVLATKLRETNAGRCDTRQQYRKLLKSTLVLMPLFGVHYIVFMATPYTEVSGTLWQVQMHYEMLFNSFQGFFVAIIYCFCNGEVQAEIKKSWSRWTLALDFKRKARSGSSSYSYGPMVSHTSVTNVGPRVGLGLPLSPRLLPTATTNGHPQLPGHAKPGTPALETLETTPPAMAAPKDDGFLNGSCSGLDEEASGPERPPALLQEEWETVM
#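 HEK-293-derived GP2 cells expressing PTHR1 and a GloSensor cAMP reporter, 3,000/well, plated overnight, given luciferin plus IBMX (each 0.5 mM as added) for 1 h at 37 °C, then compound for 1 h at 37 °C. Luminescence was read after 15 min at room temperature.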
# MmCpn inh: inhibitors of Methanococcus maripaludis chaperonin (MmCpn). purified Mm-Cpn ATPase, ADP Transcreener TR-FRET. Potency, µM (doses to about 76.9 µM), for the others: at the highest dose activity, negative = inhibition, usual class: inhibitors. 330,000 compounds, 0.031% hits. AID 504842; note: potency is the fitted concentration of half-maximal effect; % is set by controls: 0 for no effect and ±100 for the full control effect; nearly all actives have a fitted effect of over 80% in size
#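 Measured: ADP formation by purified Mm-CPN. Conditions: 25 nM protein, 10 uM ATP, Tris pH 7.4 with Mg2+, K+ and DTT, 37°C for 30 min. Detection: Transcreener HTRF after 30 min at room temperature.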
# Abeta rescue: compounds reversing amyloid beta toxicity in yeast; yeast expressing A-beta42, growth rescue, OD600, 48 h; response scale: 0% DMSO, 100% iron-clioquinol control; Potency, µM (titrated, usually from 46.1 µM), without a hit: at the highest dose growth rescue, most hits filed as activators; 410,000 compounds, 0.063% hits; AID 1347071; note: potency is the fitted concentration of half-maximal effect; nearly all actives have a fitted effect of over 55% in size
#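 Yeast A-beta toxicity model in growth medium with pinned compounds, 48 h at 30 C; growth read as absorbance at 600 nm. Normalized to FeCl3/clioquinol equimolar mix (positive) and DMSO (negative).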
# Akt phos inh: Akt phosphorylation inhibition | Neuro2A IGF-stimulated pAkt S473 HTRF, 20 min; hits give low values | activity change, % for hits at 50 µM | 360,000 compounds, 0.32% hits; in the data active = activity change below about -80%; inconclusive = mostly about -51% to -80%; note: % is set by controls: 0 for no effect and ±100 for the full control effect
#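 Neuro2A cells in DMEM with 0.5% FBS, overnight at 37 deg C, given compound at single 50 µM final, then IGF (6 nM final) for 20 min at 37 deg C. Lysed; phospho-Akt Ser473 by HTRF after 24 h, 665/615 ratio.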
# TDP43 rescue: rescues yeast growth from TDP-43 toxicity; TDP-43 expressing yeast growth rescue, BacTiter-Glo, 24 h; Potency, µM (highest dose often 46.1 µM), for the others: at the highest dose growth rescue (activation), most hits filed as activators; 410,000 compounds, 1.8% hits; note: potency is the fitted concentration of half-maximal effect; % of control where 0% means no effect; nearly all actives have a fitted effect of over 50% in size
#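 Growth rescue of TDP-43-toxic yeast measured as ATP luminescence (BacTiter-Glo). Cells grown to mid-log in raffinose, induced in galactose at OD600=0.02, exposed to compound 24 hr at 30 deg C.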
# GLP-1R inv ag: GLP-1 receptor (human) inverse agonism; AID 624417; P43220; 410,000 compounds, 1.6% hits; HEK293 GLP-1R CRE-luciferase, luminescence, 24 h; GLP-1R form is constitutively active; Potency, µM (series often up to 38.3 µM), for inactives: top-dose activity change, negative = inhibition, most hits filed as inhibitors; note: potency is the fitted concentration of half-maximal effect; % is set by controls: 0 for no effect and ±100 for the full control effect; nearly all actives have a fitted effect of over 55% in size
# Target sequence (P43220 whole entry, looked up): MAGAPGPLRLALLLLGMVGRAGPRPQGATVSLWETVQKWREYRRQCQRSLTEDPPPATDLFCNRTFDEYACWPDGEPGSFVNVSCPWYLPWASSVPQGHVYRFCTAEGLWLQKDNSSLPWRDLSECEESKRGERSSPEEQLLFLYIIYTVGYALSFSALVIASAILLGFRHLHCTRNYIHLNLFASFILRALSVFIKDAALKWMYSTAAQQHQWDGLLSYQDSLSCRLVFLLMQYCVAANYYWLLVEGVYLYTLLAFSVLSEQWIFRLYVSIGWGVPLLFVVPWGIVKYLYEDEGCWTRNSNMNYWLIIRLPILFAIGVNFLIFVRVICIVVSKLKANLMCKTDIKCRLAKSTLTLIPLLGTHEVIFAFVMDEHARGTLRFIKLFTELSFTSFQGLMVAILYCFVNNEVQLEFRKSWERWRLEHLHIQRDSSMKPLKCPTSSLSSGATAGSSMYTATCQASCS
#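 HEK293 cells stably co-expressing constitutively active GLP-1R and a cAMP-responsive luciferase reporter were seeded in DMEM with 10% Nu serum, given compounds after 12 h, and incubated 24 h at 37 deg C. Luminescence was then read.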
# Active calls of the source: *; i = inactive; ? = inconclusive; nt = not tested or not shown; [ ] = remark or other dose. Unless noted, calls come from the whole dose curve; as a rule, active = well fitted curve in the direction sought with a large enough effect; inconclusive = small, poorly fitted or top-dose-only effect, or another doubt; inactive = no such curve, though single readings can be large; an effect the other way counts as inactive or inconclusive.
canonical_smiles | Abeta rescue | MmCpn inh | GLP-1R inv ag | TDP43 rescue | FUS yeast rescue | Akt phos inh | aSyn yeast inh | HEK293 tox | PTHR1 ag
C[C@@](Cc1ccc(O)c(O)c1)(NN)C(=O)O | -18.3% | 0.3% | 20.6% | -0.7% | -28.7% | i | -1.3% | 6.5% | -9.4%
CCOc1ccc(C(=O)Nc2cccc3ncccc23)cc1Cl | -0.7% | -0.7% | 8.5% | 28.3% | -1.3% | i | 13.9% | 5.6% | -66.3%[inhibitor]
CC(C)n1ncc2c(C(=O)N3CCN(Cc4cccs4)CC3)cc(C3CC3)nc21 | 4.1% | nt | ? | 21.0% | 12.6% | i | -5.9% | -3.0% | -1.4%
Cc1cc(C)c2sc(NC(=O)c3ccc(N4C(=O)CCC4=O)cc3)nc2c1 | 15.2% | -5.2% | 14.3% | 15.1% | -11.1% | i | 5.2% | 3.5% | i
CC1(C)Cc2c(sc3[nH]c(=S)[nH]c(=O)c23)CO1 | 8.3% | 0.0% | 3.4% | -12.8% | 22.0% | i | -7.4% | -5.7% | i
c1ccc(N/N=C(\Cc2nc3ccccc3[nH]2)c2ccccc2)cc1 | 10.6% | -1.1% | ? | 8.2% | nt | i | 0.5% | 3.3% | -0.4%
CC(C)n1nnnc1C1c2ccccc2C(=O)N1Cc1ccccc1 (stereo unspecified) | 3.8% | nt | 18.6% | ? | 6.4% | i | 1.5% | 1.9% | i
Cc1cc(NC(=O)COc2ccccc2C)ccc1NC(=O)c1ccco1 | -6.0% | -1.1% | -14.1% | 10.0% | 9.8% | i | -4.0% | -6.4% | i
COc1cc(Cn2c3ccc(NC(=O)CCc4ccccc4)cc3c(=O)n2C)ccc1F | 3.3% | nt | 2.24µM* | -7.0% | -4.3% | i | -1.2% | ? | -34.9%[inhibitor]
CCCCNC(=S)N1CCN(C)CC1 | 1.3% | 0.7% | -27.3% | -14.6% | -13.0% | i | 0.5% | -0.9% | -0.4%
Cc1ccc(S(=O)(=O)CCC(=O)Nc2cccc([N+](=O)[O-])c2)cc1 | 0.4% | 0.4% | 6.3% | 8.8% | -18.0% | i | 12.5% | 5.9% | -6.0%
Cc1cc(F)ccc1NC(=O)C1CCCO1 (stereo unspecified) | 7.1% | -2.8% | 7.1% | 1.9% | -35.8% | i | -6.6% | -3.5% | -6.0%
Cc1cc(C)cc(C(=O)N2CCC(C(N)=O)CC2)c1 | 8.3% | 1.7% | 10.9% | 10.6% | 0.4% | i | 2.6% | -4.9% | i
O=C(O)c1cccc(-c2ccc(/C=c3/sc4nc5ccccc5n4c3=O)o2)c1 | 10.4% | -2.9% | 57.5%[activator] | 10.2% | -16.7% | i | 6.5% | 7.2% | -6.3%
COc1cc2[nH]c(=O)n(CCC(=O)N3CCN(c4ccc(Cl)cc4)CC3)c(=O)c2cc1OC | -18.8% | nt | 0.3% | 0.6% | -25.1% | nt | nt | 11.1% | -22.6%
CC(NC(=O)c1ccncc1)C(C)(C)C (stereo unspecified) | 9.2% | -2.0% | 0.0% | -4.3% | -8.1% | i | 4.6% | -47.5% | -42.8%[57.5 µM]
O=C(NC(c1ccccc1)c1ccc2ccccc2n1)C1CCN(Cc2ccc(Oc3ccccc3)cc2)CC1 (stereo unspecified) | 5.9% | nt | ? | 3.7% | ? | i | -38.2%[inhibitor] | -7.0% | -17.3%
O=C(COC(=O)c1cccnc1Cl)NCC1CCCO1 (stereo unspecified) | 19.5% | -2.7% | 6.7% | 14.8% | 0.7% | i | -3.8% | 19.8% | i
C=CCn1c(-c2csc(-c3ccccc3)n2)n[nH]c1=S | 5.7% | nt | ? | ? | -7.6% | -106.2%* | -1.4% | 11.2µM* | i
Nc1ncnc2c1ncn2[C@@H]1O[C@H](CNC(=O)OC[C@@H](N)Cc2ccccc2)[C@@H](O)[C@H]1O | -9.4% | nt | 33.4%[activator] | -1.4% | -1.9% | i | 0.4% | 1.4% | ?
Cc1c(NC(=O)c2c([N+](=O)[O-])cnn2C)c(=O)n(-c2ccccc2)n1C | 1.7% | -0.1% | 5.5% | -8.7% | 18.2% | i | 2.8% | -5.7% | i
COC(=O)CCC(=O)OC1(C)C(=O)C=C2C=C(C3CC3)N(c3ccccc3)C=C2C1=O (stereo unspecified) | -4.5% | 0.8% | 9.8% | -6.6% | 34.1% | i | -4.2% | 2.4% | -11.6%
COCc1cc(N2CCCCC2)nc(-c2ccccc2)n1 | 3.6% | -2.9% | ? | ? | 10.9% | i | 4.6% | -2.3% | -11.6%
COc1cc(OC)c(N(C)C(=O)c2c(C)oc3ncnc(N4CCCCC4)c23)cc1Cl | -17.5% | nt | -17.6% | 6.5% | 31.1% | nt | nt | 1.3% | -11.2%
CC(C)(CO)NCC(O)COc1ccc2c(c1)CCC2 (stereo unspecified) | 7.9% | 1.5% | ? | 7.0% | -26.1% | i | -0.1% | -4.0% | i
CCOc1ccc2nc(NC(=O)c3c([N+](=O)[O-])cnn3CC)sc2c1 | 1.5% | -1.8% | 12.8% | ? | 10.7% | i | -10.1% | 8.4% | i
COc1ccc(-n2c(Cc3cccn3C)nnc2SCC(=O)N2CCCc3ccccc32)cc1 | -7.5% | -3.7% | 0.0% | -22.6% | ? | i | -0.3% | -19.3% | i
CN(C)c1ccc(-c2ccnc3c2CC(C)(C(=O)Nc2ccc(Cl)c(C(F)(F)F)c2)O3)cc1 (stereo unspecified) | -4.6% | nt | ? | -7.5% | ? | i | -10.6% | -6.7% | 16.0%
CCCc1nc2ccccc2c(=O)n1/N=C/c1ccc(O)cc1 | 12.1% | ? | ? | 21.2% | -7.6% | i | 3.6% | -8.4% | -50.6%[inhibitor]
Cc1cc(-c2ccc(/C=N/n3cnnc3)o2)ccc1Cl | -1.2% | -2.1% | -12.4% | ? | -10.6% | i | 2.8% | 3.9% | i
Cc1cc(O)c(N)c(C)c1Cl | -10.5% | -6.2% | 35.2%[activator] | ? | -11.1% | i | 6.4% | -0.2% | i
CCN(CC)c1ccc(NC(=O)CN2CCN(c3nc(C)cc(C)n3)CC2)cc1 | 12.7% | -4.2% | ? | -3.8% | 10.9% | i | -7.6% | -7.1% | i

# Taken from above.
# Abeta rescue, `CCOc1ccc2nc(NC(=O)c3c([N+](=O)[O-])cnn3CC)sc2c1` reads 1.5%
# TDP43 rescue, `COc1ccc(-n2c(Cc3cccn3C)nnc2SCC(=O)N2CCCc3ccccc32)cc1` reads -22.6%

# (further entries)
canonical_smiles | Abeta rescue | MmCpn inh | GLP-1R inv ag | TDP43 rescue | FUS yeast rescue | Akt phos inh | aSyn yeast inh | HEK293 tox | PTHR1 ag
CC(Oc1ccccc1)C(=O)N1CCN=C1SCc1ccccc1F (stereo unspecified) | 4.6% | 1.6% | 3.98µM* | -5.6% | 10.3% | i | 5.0% | -6.4% | i
CCOC(=O)N1CCN(C(=O)c2ccc(CNS(=O)(=O)c3ccc(OC)cc3)cc2)CC1 | -2.4% | 1.7% | 13.5% | -1.9% | 17.2% | i | -0.9% | -2.1% | i
Cc1ccccc1-n1nc(C)c2cc(C(=O)NCc3cccnc3)sc21 | -8.8% | -3.2% | 8.1% | -18.2% | 25.7% | i | 0.0% | -17.6% | -17.6%
COc1ccccc1NC(=O)Nc1nc(C(N)C2CCCCC2)cs1 (stereo unspecified) | 16.9% | nt | ? | 26.4% | ? | i | 1.6% | -8.6% | -22.8%
COc1ccc(NS(=O)(=O)c2ccc3c(c2)CCC(=O)N3)c(OC)c1 | -18.2% | 0.4% | 0.0% | -5.6% | 9.9% | i | 0.2% | 6.8% | ?
O=C(NCc1cn(-c2ccccc2)nc1-c1ccc(F)cc1)c1cccc([N+](=O)[O-])c1 | ? | -1.9% | ? | 0.0% | 1.8% | i | 8.4% | -28.1% | -10.5%
CCc1nc2ccc(C(=O)NCc3ccc4c(c3)OCO4)cn2c1N(C)C(=O)Cc1ccccc1 | -0.4% | nt | 13.8% | 21.4% | -2.4% | i | 3.5% | 4.6% | i
CCC(=O)N1CCc2cc(Br)cc(S(=O)(=O)NCCc3ccccc3)c21 | -1.0% | nt | 4.2% | 0.0% | 15.5% | nt | nt | -1.2% | i
CCOC(=O)c1cc(NC(=O)Nc2nc3ccccc3s2)c(C)nc1C | 36.2% | 1.9% | 5.3% | 0.0% | -23.5% | i | 10.6% | -2.7% | i
C/C(=C(\C#N)C(=O)NCc1ccccc1)N(C)C | 10.4% | 2.9% | 3.0% | 6.1% | -22.3% | i | 0.6% | -0.7% | -5.2%[57.5 µM]
CCOC(=O)c1oc2ccc(Br)cc2c1NC(=O)CN1CCN(C)CC1 | -2.1% | -2.3% | 8.91µM* | -4.7% | -5.0% | i | -1.2% | -2.8% | i
COc1ccccc1Nc1nc(N)nc(CN2CCN(c3ccccc3)CC2)n1 | 2.6% | 0.7% | 10.1% | 22.4% | 5.4% | i | 0.2% | 2.9% | i

# Just PTHR1 ag, for three of the compounds above:
SMILES	PTHR1 ag
COc1cc(Cn2c3ccc(NC(=O)CCc4ccccc4)cc3c(=O)n2C)ccc1F	-34.9%[inhibitor]
CCCCNC(=S)N1CCN(C)CC1	-0.4%
Cc1ccc(S(=O)(=O)CCC(=O)Nc2cccc([N+](=O)[O-])c2)cc1	-6.0%

# These rows are one share of the data, so the mix of outcomes need not match the whole.
